Compound activity (PubChem)
PhoP inhibition – inhibitors of PhoP regulon expression, primary screen, Salmonella Typhimurium, GFP reporter (AID 1863); inhibition, % at 50 µM, or IC50 in µM where a hit was titrated; actives 0.16% (n = 300,000); S. Typhimurium PhoP-regulated promoter GFP reporter, 4 h; higher % means a stronger effect;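 active means inhibition over 29.93%, a cutoff 3 SD above the screen mean, later confirmed by dose response; inconclusive means inhibition over 29.93% but no dose response follow-up; inactive means inhibition at most 29.93% or unconfirmed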;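 further: 0% = low Mg2+ inducing control and 100% = high Mg2+ repressing control; strong numbers were not always called active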
West Nile virus CPE – West Nile virus antiviral activity, cell-based, CPE readout (AID 1621); West Nile virus-infected cells, CPE inhibition; higher % means a stronger effect; CPE inhibition, % at 10 µM; hits with a dose series show IC50 in µM; actives 0.02% (n = 290,000); in the data active means a potency from the dose series; inconclusive means CPE inhibition mostly from about 3.7% at the one dose, without a potency; inactive means the rest, 99 in 100 with CPE inhibition below about 2.2%; further: strong numbers were not always called active
NTR1 agonist – agonists of NTR1, primary screen, imaging, U2OS cells, beta-arrestin-GFP, high content (AID 493036). P30989. actives 0.17% (n = 330,000). NTR1-U2OS beta-arrestin-GFP spot imaging, agonist mode. activation, % at 20 µM;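 active means activation at or above 40% of the spot to cytoplasm intensity ratio, with at least 20 cells analyzed; inconclusive means wells under 20 cells, flagged as cytotoxic or low count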;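 further: 0% = DMSO without peptide and 100% = 100 nM NTR1 peptide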
Target sequence (P30989 whole entry, looked up): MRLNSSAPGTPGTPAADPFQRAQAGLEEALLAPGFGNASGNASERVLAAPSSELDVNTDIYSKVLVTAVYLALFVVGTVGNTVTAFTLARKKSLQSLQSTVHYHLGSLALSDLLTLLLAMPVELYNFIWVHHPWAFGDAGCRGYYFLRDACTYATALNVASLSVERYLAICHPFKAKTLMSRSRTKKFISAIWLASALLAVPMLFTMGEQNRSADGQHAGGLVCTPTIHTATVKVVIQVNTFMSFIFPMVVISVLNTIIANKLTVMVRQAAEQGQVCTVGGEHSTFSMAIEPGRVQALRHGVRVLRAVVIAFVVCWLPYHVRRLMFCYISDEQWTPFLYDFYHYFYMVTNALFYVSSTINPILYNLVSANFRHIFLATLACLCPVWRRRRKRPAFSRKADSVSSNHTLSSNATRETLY
Dengue-2 NS5 capping – Dengue-2 NS5 methyltransferase inhibitors, primary screen, biochemical, confirmation dose response (AID 588689) | Dengue-2 NS5 methyltransferase capping enzyme assay, biochemical; higher % means a stronger effect | actives 0.3% (n = 340,000) | one-dose inhibition, % at 25 µM; IC50 in µM for titrated hits; in the data active means a potency from the dose series; inconclusive means inhibition above about 29% without an active follow-up result
Rac1 GTP hydrolysis – MgcRacGAP GTPase-activating activity inhibitors, confirmation, biochemical, ADP Hunter fluorescence. AID 624330. actives 0.6% (n = 340,000). MgcRacGAP-stimulated Rac1 GTP hydrolysis, ADP Hunter fluorescence; higher % means a stronger effect; GST-tagged Rac1 F28L mutant substrate. inhibition, % at 30 µM, or IC50 in µM where a hit was titrated;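 active means first-screen hits whose inhibition reached a set limit at any dose in the follow-up dose series; inconclusive means inhibition above the set first-screen limit but never retested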;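 further: fluorescence reports GDP produced by GAP-driven GTP hydrolysis; strong numbers were not always called active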
T cell HTS – T cell immune modulation candidate | 2C CD8+ T cell-vesicle binding, flow cytometry; active compounds read low | calls only at 7 µM | actives 0.068% (n = 330,000);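 active means response, share of CD8 T cells binding vesicles, and their 90th percentile fluorescence all below set limits, cut at about 80% in these data, passing the limit was not always enough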
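Test system: purified 2C TCR transgenic mouse naive CD8+ T cells. Probe or stimulus: QL9-peptide-loaded Drosophila micro-vesicles bearing Ld, ICAM-1 and B7-1. Incubation: binding step 1.5 h, 37 °C, antibody labelling 20 min, ice. Measured by: flow cytometry of vesicle-bound cells.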
RSV CPE inhibition – inhibition of RSV-induced cytopathic effect – HEp-2 cells, primary 10 µM value included (AID 2391); HEp-2 cells, RSV-induced CPE inhibition; higher % means a stronger effect; CPE inhibition, % at 10 µM; hits with a dose series show IC50 in µM; actives 0.13% (n = 310,000); in the data active means a potency from the dose series; inconclusive means CPE inhibition mostly from about 23% at the one dose, without a potency; inactive means the rest, 99 in 100 with CPE inhibition below about 21%; further: strong numbers were not always called active
Large T inhibition – SV40 large T antigen inhibitors, biochemical (AID 1903) | SV40 large T antigen ATPase/helicase inhibition assay; higher % means a stronger effect | inhibition, % at 20 µM, or IC50 in µM where a hit was titrated | actives 0.39% (n = 310,000); in the data active means a potency from the dose series; inconclusive means inhibition mostly from about 32% at the one dose, without a potency; inactive means the rest, 99 in 100 with inhibition below about 32%; further: strong numbers were not always called active
K1F lysis inhibition – inhibition of K1F phage lysis, E. coli UTI89, bacterial capsule biogenesis inhibitors, alamar blue (AID 488966). E. coli UTI89 K1F phage lysis, alamar blue, 2 h; higher % means a stronger effect. actives 0.02% (n = 340,000). inhibition, % at 100 µM, or IC50 in µM where a hit was titrated;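 active means phage lysis inhibition, versus mean bacterial control, above a set limit; inconclusive means no clear call, values can overlap the other calls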;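 further: capsule biogenesis inhibitors block K1F phage lysis so surviving cells raise fluorescence; higher fluorescence means more inhibition of phage lysis; actives were called in the ten point dose series up to 300 µM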
T cell HTS vesicle-bound % – further read-out of T cell HTS, marked with its call; double positive events, %; measured here: CD8+ vesicle-bound cell fraction;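 binding gate set so that unloaded-vesicle control wells show 10% double positive cells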
NTR1 agonist cell count 20 µM – further read-out of NTR1 agonist, marked with its call; cell count; measured here: cell count, cytotoxicity flag
Dengue-2 NS5 capping pilot replicate – also measured in Dengue-2 NS5 capping; calls as there; inhibition, %; measured here: pilot screen replicate inhibition
The depositor's hits bear a star; i = inactive; ? = inconclusive; nt = not tested or not shown; [ ] = another dose, or the depositor's remark.

SMILES	PhoP inhibition	West Nile virus CPE	NTR1 agonist	NTR1 agonist cell count 20 µM	Dengue-2 NS5 capping	Rac1 GTP hydrolysis	T cell HTS	T cell HTS vesicle-bound %	RSV CPE inhibition	Large T inhibition	K1F lysis inhibition	others
CCN(CC)C(=O)COc1ccc(Br)cc1Cl	-1%	-0.5%	-1.7	68	-9%	1%	i	62	22%	21%	0.6%
CC1CC(C)CN(C(=O)COC(=O)Cc2c[nH]c3ccccc23)C1 (stereo not given)	5%	nt	0.6	75	-3%	4%	i	54	-1.2%	0%	1.1%[50 µM]
COc1ccc(OCC(=O)Nc2ccccc2C(=O)N2CCOCC2)cc1	-4%	0.0%	-0.1	73	-2%	0%	i	57	0.2%	21%	0.6%
CC(=O)Nc1ccc(OCC(O)CN2CCN(c3ccc(F)cc3)CC2)cc1 (stereo not given)	12%	-0.3%	2.2	54	nt	-7%	i	54	-1.1%	-8%	-1.9%
O=C(Nc1nccs1)C(c1ccccc1)N1CCCC1 (stereo not given)	10%	-0.2%	0.4	44	-2%	2%	i	29	1.3%	6%	0.2%
Nc1nonc1-n1nnc(C(=O)O)c1-c1cccs1	3%	0.4%	0.0	75	-7%	5%	i	19	0.8%	9%	0.2%
CC(C)CCN(CCC(C)C)C/C(O)=C(\C#N)c1nc(-c2ccccc2)cs1	-15%	-0.2%	2.0	36	2%	4%	i	22	3.7%	6%	1.8%
O=C(COC(=O)/C=C/c1cccc(C(F)(F)F)c1)NCc1ccc(F)cc1	-2%	0.1%	0.7	60	-4%	-5%	i	54	2.2%	5%	3.8%
O=C(NC1CCCCC1)c1cccc(OCc2ccccc2)c1	8%	-1.5%	0.4	74	-1%	4%	i	21	17%	16%	0.2%
COc1ccc(-c2cc(C(F)(F)F)n3nc(C(=O)Nc4cc(C)on4)cc3n2)cc1OC	3%	nt	0.4	60	-1%	-2%	i	37	2.9%	-5%	0.0%
COc1ccc(-c2cnc3c(c2)CCC3(C#N)C#N)cc1	-8%	-0.7%	nt	nt	-4%	5%	i	29	1.3%	1%	0.7%[50 µM]
Cc1cccc(NC(=O)c2ccc(Cl)c(S(=O)(=O)N3CCCC3)c2)n1	-6%	-0.5%	1.1	67	-2%	10%	i	37	3.2%	7%	0.7%[50 µM]
O=C(COC(=O)c1cc(S(=O)(=O)N2CCCCC2)ccc1N1CCOCC1)NCCc1ccc(F)cc1	-7%	-1.2%	0.5	41	-7%	3%	i	23	4.3%	3%	-0.3%
CCOC(=O)c1ccc(NC(=S)N(CCCN2CCN(CC)CC2)Cc2ccco2)cc1	3%	-0.6%	-0.5	61	-8%	2%	i	44	-2.1%	2%	0.3%
Cc1cc2[nH]c(=O)c(=O)[nH]c2cc1S(=O)(=O)Nc1cccc(Cl)c1C	nt	-0.1%	0.1	61	-1%	3%	i	33	4.1%	nt	-0.7%
N#C/C(=C/c1cn(-c2ccccc2)nc1-c1cccc(OCc2ccc(F)cc2)c1)C(=O)NCCCn1ccnc1	-14%	-0.7%	7.1	66	3%	7%	i	44	?	4%	0.2%[50 µM]
O=C1N[C@H](Cc2ccccc2)COC(=O)[C@@H](Cc2ccc(F)cc2)C/C=C\C[C@H]1CC(=O)N(CCO)Cc1ccccc1	nt	nt	4.5	56	-11%	10%	i	22	nt	nt	2.5%
O=c1c(-c2ccc(Br)cc2)coc2c(CN3CCCCC3)c(O)ccc12	nt	0.7%	-0.6	90	-5%	7%	nt	nt	nt	nt	0.1%
COc1cc(OC)cc(C(=O)NNC(=O)c2cc(S(=O)(=O)N3CCOCC3)ccc2F)c1	nt	nt	0.8	54	-6%	-4%	i	17	0.0%	nt	0.2%[50 µM]
COc1ccc2c(Cl)c(C(=O)NCc3ccco3)sc2c1	-5%	-0.2%	1.8	60	-10%	6%	i	46	16%	12%	2.8%
O=C(O)c1ccc(-c2nc3ccccc3[nH]2)cc1	-30%	0.4%	1.8	53	-4%	5%	i	27	0.5%	11%	-8.3%
CC(=O)NN1C(=O)/C(=C/c2ccc(C(C)C)cc2)SC1=S	-26%	-0.8%	0.2	61	-4%	11%	i	37	-0.1%	13%	2.0%
COc1cc([N+](=O)[O-])ccc1NC(=O)CN(C)C	30%	-1.0%	0.3	36	-3%	6%	nt	nt	2.7%	-2%	0.5%
Oc1ccccc1C1=Nc2ncnn2C(c2ccccc2)C1 (stereo not given)	4%	-0.3%	3.0	66	3%	3%	i	16	-0.8%	3%	0.9%
CC1CCc2c(nc3ncnn3c2Nc2ccc(OC(F)(F)F)cc2)C1 (stereo not given)	2%	-0.4%	5.4	51	-1%	5%	i	58	12%	24%	-0.4%
CCCC1N2CC3([N+](=O)[O-])CN1CC([N+](=O)[O-])(C2)C3(C)C (stereo not given)	-1%	0.1%	1.2	53	-4%	-15%	nt	nt	1.2%	-2%	1.6%
CCCC(=O)c1cc2c(cc1NC(=O)c1ccccc1F)OCCO2	-10%	1.1%	2.5	64	-1%	1%	i	13	1.3%	7%	0.5%
COc1cccc2cc(C(=O)NC(C)C3CCCO3)c(=O)oc12 (stereo not given)	-17%	-0.1%	-1.3	93	0%	11%	i	30	1.5%	3%	0.2%	Dengue-2 NS5 capping pilot replicate=-5.9
N#CCCN(C(=O)COC(=O)c1nc(Cl)ccc1Cl)c1ccccc1	9%	nt	0.9	72	6%	3%	i	43	0.3%	3%	1.3%[50 µM]
CCN1CCN(c2ccc(S(=O)(=O)N3CCOCC3)cc2NC(=O)C(C)Oc2ccc(Cl)cc2)CC1 (stereo not given)	10%	nt	1.2	50	-6%	4%	i	56	-1.9%	11%	3.6%[50 µM]
O=C(CCC(=O)OCc1ccc(C(=O)Oc2ccccc2)cc1)Nc1cccc2ccccc12	5%	-0.1%	0.1	30	-3%	10%	i	32	2.2%	23%	0.2%
Cc1cc(SCC(=O)NCCN2C(=O)CSC2=O)nc2ccccc12	12%	-0.8%	1.2	57	-5%	7%	i	17	3.4%	3%	3.7%
Cc1ccc(C)c(S(=O)(=O)Nc2ccc(O)c(Sc3ncn[nH]3)c2)c1	-9%	0.6%	0.0	65	7%	13%	i	29	0.8%	nt	0.8%
CC(C)N(C(=O)[C@H]1C[C@H](CC(=O)NCc2cccc(C(F)(F)F)c2)C(=O)N2CCc3c([nH]c4cc(CCC(=O)N(C)C)ccc34)[C@]12C)C(C)C	nt	nt	2.6	63	-8%	12%	nt	nt	nt	nt	-0.1%	Dengue-2 NS5 capping pilot replicate=1.2
COc1ccc(NC(=S)NC(=O)Cc2ccccc2)c(OC)c1	-4%	-0.7%	1.4	51	-6%	16%	i	61	1.6%	25%	0.0%	Dengue-2 NS5 capping pilot replicate=4.5
O=C(O)c1ccc(N2C(=O)CC(N3CCN(c4cccc(Cl)c4)CC3)C2=O)cc1 (stereo not given)	-5%	-0.2%	-0.3	63	-6%	10%	i	68	2.4%	12%	0.2%
S=c1[nH]nc(C2CCCCC2)n1/N=C/c1ccc(Cl)cc1	-2%	nt	12	90	-2%	6%	i	13	2.4%	5%	0.3%[50 µM]
C=CCn1c(SCC(=O)Nc2nncs2)nnc1-c1ccco1	4%	0.0%	-0.9	40	-9%	6%	i	22	0.6%	3%	0.3%
Cc1cc(C)cc(NC(=O)N2CCC(C(=O)c3ccc(F)cc3)CC2)c1	2%	-1.1%	-0.6	40	-6%	3%	i	37	4.3%	5%	-2.4%
CC1CC(C)(C)CC2(C1)NC(=O)N(CC(=O)Nc1ccc(N3CCCCC3)cc1)C2=O (stereo not given)	3%	-1.0%	0.2	61	0%	15%	i	24	2.8%	19%	0.2%[50 µM]
CCOc1c(Br)cc(/C=N\NC(=O)c2ccccc2)cc1OC	-3%	-0.4%	-1.4	77	-6%	11%	i	37	6.7%	3%	0.5%
O=c1oc(Nc2ccc(F)cc2)nc2ccccc12	-1%	-0.2%	4.2	41	-43%	13%	i	25	1.9%	9%	0.1%
Cc1ccc(/C=N/NC(=O)C2CC(=O)N(c3ccccc3)C2)s1 (stereo not given)	7%	-0.1%	3.6	77	-6%	3%	i	42	2.5%	13%	0.3%
Cc1ccc(S(=O)(=O)N2CCOCC2)cc1C(=O)OCC(=O)N(Cc1ccccc1)C(C)C	nt	nt	0.3	65	-4%	4%	i	27	0.8%	nt	0.1%[50 µM]
CCOC(=O)c1oc2ccccc2c1COC(=O)CNC(=O)c1ccco1	-3%	nt	0.2	45	-7%	3%	i	58	-1.3%	14%	1.3%[50 µM]
OC(COc1ccccc1Br)CN1CCNCC1 (stereo not given)	-1%	-0.3%	-0.3	55	4%	2%	i	51	0.4%	9%	0.0%
COc1ccccc1CCNS(=O)(=O)c1cc2c3c(c1)CCN3C(=O)CC2	9%	nt	-0.5	58	1%	7%	i	57	2.2%	14%	0.5%[50 µM]
CC(C)(C)n1nnnc1C(c1cccnc1)N1CCOCC1 (stereo not given)	-6%	0.3%	-0.3	44	3%	5%	i	33	2.0%	0%	0.2%
CC(SCc1ccccc1)C(=O)NC1CCCC1 (stereo not given)	10%	-0.4%	-0.8	64	-6%	12%	i	15	-1.2%	13%	2.7%
